Compound activity as filed in PubChem BioAssay.
HIF act: HIF pathway transcriptional activation; U2OS HRE-luciferase reporter, luminescence; normalized: DMSO 0%, desferrioxamine 100%; activation, % at 7.5 µM (by protocol); hit rate 0.32% among 300,000; AID 1910;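 active = mean activation of at least 10% of the iron chelator positive control signal, with at least half of replicates also reaching 10%; inconclusive = mean and replicate majority disagree about reaching 10%; inactive = mean and most replicates under 10%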
MrgX1 ag: human MrgX1 receptor agonism, primary screen; Q96LB2; MrgX1-HEK293 cells, Fluo-4 calcium fluorescence, agonist mode; stronger effect = higher value; B-score at 10 µM; hit rate 0.44% among 310,000;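 active = calcium response B-score plate-corrected fluorescence ratio at least 3 library SD, with starting fluorescence B-score inside 5 SD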
Target sequence (Q96LB2 whole entry, looked up): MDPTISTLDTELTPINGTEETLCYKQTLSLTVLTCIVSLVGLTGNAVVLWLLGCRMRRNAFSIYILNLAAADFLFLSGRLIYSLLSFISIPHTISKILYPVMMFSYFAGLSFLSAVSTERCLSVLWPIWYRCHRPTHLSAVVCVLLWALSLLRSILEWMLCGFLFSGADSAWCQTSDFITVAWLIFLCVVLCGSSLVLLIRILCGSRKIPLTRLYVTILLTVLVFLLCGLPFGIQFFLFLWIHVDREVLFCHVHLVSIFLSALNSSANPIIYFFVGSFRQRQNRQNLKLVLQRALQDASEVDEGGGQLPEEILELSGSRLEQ
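Material: HEK293 cells stably expressing human MrgX1 receptor | Quantity: 15,000 cells per well | Times: Cells plated overnight, dye loaded 0.5 h 37 °C, 0.5 h room temperature | Measured by: Kinetic Fluo-4 NW fluorescence of intracellular calcium | Control set: Positive and negative controls per plate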
TRPC4 inh: inhibitors of mouse TRPC4 channel | Q9QUQ5 | HEK293 TRPC4beta/mu-opioid, DAMGO-evoked Fluo4 calcium flux; stronger effect = lower value | B-score at 10 µM | hit rate 0.39% among 300,000 | AID 2247;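 active = B-score over 3 SD under the library average, no early fluorescence shift, positive overall ratio signal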
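test system = HEK293 cells with stable TRPC4beta plus mu-opioid receptor expression | detection = Fluo4 Ca2+ flux fluorescence | read-out = integrated fluorescence ratio relative to baseline, converted to per-well B score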
MrgX1 antagonist: human MrgX1 receptor antagonism, primary screen; MRGX1-HEK293 calcium flux, Fluo-4, BAM8-22 antagonism; stronger effect = lower value; hit rate 1.3% among 310,000; Q96LB2; B-score at 10 µM;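 active = calcium-response B-score plate-corrected more than 3 library SD below zero, starting fluorescence within 5 deviations, no agonist response on first addition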;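 note: peak minus trough fluorescence over baseline after final BAM8-22 challenge near maximal dose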
TRPC4 agonist: TRPC4 (mouse) channel activation; HEK293 TRPC4beta/mu-opioid, Fluo4 calcium fluorescence; stronger effect = higher value; B-score at 10 µM; hit rate 0.49% among 310,000; AID 2237;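 active = B-score above 5 SD of library B-scores, and initial fluorescence ratio not above library mean plus 5 SD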;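 note: positive B-score marks a calcium rise read as TRPC4 activation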
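System: HEK293 cells stably co-expressing mouse TRPC4beta and mu-opioid receptor; Schedule: Fluo4 dye loading 45 min at room temperature, 110 s recording; Detection: Fluo4 fluorescence, kinetic; Evaluation: B-scored integrated calcium fluorescence ratio; Controls: buffer (low) and maximal DAMGO (high).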
TRPC6 inh: blocks the mouse TRPC6 cation channel | hit rate 1.1% among 310,000 | Q61143 | HEK293-TRPC6, membrane potential dye, ACh-evoked depolarization; stronger effect = lower value | B-score at 10 µM;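 active = B-score under library mean minus 3 SD, initial fluorescence not abnormally high, positive integrated signal ratio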;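 note: B-score derived from integrated fluorescence ratio over the kinetic read; more negative B-score means stronger inhibition of depolarization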
TRPC4 potent: TRPC4 (mouse) allosteric potentiation; B-score at 10 µM; hit rate 0.42% among 310,000; AID 2227; Q9QUQ5; HEK293 TRPC4beta/mu-opioid, DAMGO EC20, Fluo-4 Ca2+ flux; stronger effect = higher value;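 active = B-score of calcium response area above 5 SD of library B-scores, with initial fluorescence ratio within 5 SD of library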;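 note: B-score of integrated fluorescence ratio over time as area under calcium response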
TRPC6 activator: mouse TRPC6 channel activation. HEK293-TRPC6 membrane potential dye fluorescence; stronger effect = higher value. hit rate 0.13% among 310,000. B-score at 10 µM. AID 2550. Q61143;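 active = B-score of the integrated fluorescence ratio above library mean plus 3 SD, and starting fluorescence ratio within library mean plus 5 SD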;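 note: higher score means more depolarization so channel activation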
MrgX1 allo act: human MrgX1 positive allosteric modulation, primary screen | AID 588675 | MrgX1-HEK293, Fluo-4 calcium flux, FDSS; stronger effect = higher value | hit rate 0.63% among 310,000 | Q96LB2 | B-score at 10 µM;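 active = plate-corrected calcium response at least 3 library SD above typical, normal starting fluorescence, not activating the receptor alone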;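 note: compound read alongside a low EC10 to EC30 dose of BAM8-22 agonist; peak minus trough fluorescence over baseline measured at the second addition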
AI-2 QS modul: Vibrio harveyi AI-2 quorum sensing modulation; Vibrio harveyi JMH597 AI-2 luminescence/OD600 ratio, 9 h; stronger effect = lower value; strain lacks LuxN and CqsS sensors; 0 = neutral-control median; activity change, % at 7.5 µM; hit rate 0.4% among 300,000; in the data active = activity change below about -75%, passing the limit was not always enough; inconclusive = no clear call, values can overlap the other calls;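 note: luminescence divided by OD600 gain over 9 h not by final OD600 alone; inactives centre near 13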
PolyA inhibitor: inhibitors of polyadenylation in S. cerevisiae; AID 1875; calls only at 12 µM; S. cerevisiae SKY197-pL101 polyadenylation reporter, beta-gal luminescence; efflux-impaired pdr1/pdr3 knockout yeast; score 100 = 6 SD above DMSO; hit rate 0.02% among 300,000;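 active = lowest replicate activity score at least 50, where 100 means six control SD above control mean; inconclusive = lowest score under 50 but half or more replicates reach 50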;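 note: yeast exposed to compound for 9 h at 30 °C; higher score means more reporter readthrough which indicates perturbed polyadenylation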
* marks the source's active call; other numbers are inactive results; i = inactive; ? = inconclusive; . = no result given. Some of the compounds tested, so the mix of outcomes need not match the whole.

item	smiles	HIF act	MrgX1 ag	TRPC4 inh	MrgX1 antagonist	TRPC4 agonist	TRPC6 inh	TRPC4 potent	TRPC6 activator	MrgX1 allo act	AI-2 QS modul	PolyA inhibitor
1	CCOC(=O)c1c(NC(=O)Cn2nc(C(=O)O)c3ccccc3c2=O)sc(CC)c1C	0.0	i	i	i	i	i	i	i	i	7	i
2	O=C1CC(SC2=NCCS2)C(=O)N1c1cccc(Cl)c1Cl (stereo not given)	-0.3	i	i	i	i	i	i	i	i	5	i
3	Cn1c(N)c(C(=O)N/N=C/c2ccccc2)sc1=S	0.6	i	i	i	i	i	i	i	i	22	i
4	O=C(O)Cc1ccc2[nH]c3ccc(CC(=O)O)cc3c2c1	-0.1	i	i	i	i	i	i	i	i	9	i
5	CCC(C)(C)n1nnnc1C(c1ccc(C)cc1)N1CCCC1 (stereo not given)	-0.3	i	i	i	i	i	i	i	i	0	i
6	Cn1c(NNC(=O)C2CCCCC2)cc(=O)n(C)c1=O	0.2	i	i	i	i	i	i	i	i	23	i
7	COc1ccc(C(=O)NN/C(C)=C/C(=O)c2ccccc2)cc1	-11	i	i	i	i	i	i	i	i	48	i
8	COc1nc(SCC(=O)Nc2ccccc2Cl)nc(N(C)C)n1	0.7	i	i	i	i	i	i	i	i	8	i
9	Cc1cc(C(=O)c2cnc(/N=C/N(C)C)s2)cc(C)c1O	0.3	i	i	i	i	i	i	i	i	13	i
10	Cc1ccc(NC(=O)CN(C)C(=O)C2CC(=O)N(Cc3ccccc3)C2)cc1 (stereo not given)	-0.6	i	i	i	i	i	i	i	i	-2	i
11	CC(C)c1nnc(NC(=O)CSc2nnc(NC(=O)c3c(F)cccc3F)s2)s1	-0.1	i	i	i	i	i	i	i	i	6	i
12	Cc1ccc(S(=O)(=O)NC2CC(=O)N(c3ccc4c(c3)OCCO4)C2)cc1 (stereo not given)	-0.3	i	i	i	i	i	i	i	i	41	i
13	O=C(CCN1CCN(CCO)CC1)Nc1ccc(Br)cc1	4.1	i	i	i	i	i	i	i	i	3	i
14	CN1CCN(CCCNC(=O)c2ccc3c(c2)N(Cc2ccc(F)cc2)CCS3)CC1	-0.3	i	i	i	i	i	i	i	i	.	i
15	O=C(CNC(=O)c1ccc(Cl)cc1Cl)OCN1C(=O)c2ccccc2C1=O	-2.7	i	i	i	i	i	i	i	i	4	i
16	CCOC(=O)N1CCC(N2CC34C=CC(O3)C(C(=O)Nc3ccc(OCC)cc3)C4C2=O)CC1 (stereo not given)	0.1	i	i	i	i	i	i	i	i	2	i
17	CCCN(CCC)CCCNC(=O)c1cc2c(=O)n(C)c3ccccc3c2n1C	0.3	i	i	i	59*	i	16*	i	i	23	i
18	COC(=O)c1ccc2c(=O)n(CCCCCC(=O)NCCNC(C)=O)c(=O)[nH]c2c1	-1.1	i	i	i	i	i	i	i	i	37	i
19	O=C(COC(=O)c1nn(-c2ccccc2)c(=O)c2ccccc12)NC1CCS(=O)(=O)C1 (stereo not given)	-0.2	i	i	i	i	i	i	i	i	12	i
20	Nc1ccc(-c2nc(-c3ccccc3)nc3ccccc23)cc1	-2.1	i	i	i	i	i	i	i	i	7	i
21	COc1ccc(C2C(C(=O)N3CCOCC3)=C(C)NC3=C2C(=O)CC(C)(C)C3)c(OC)c1 (stereo not given)	0.1	i	i	i	i	i	i	i	i	18	i
22	CCc1cc2c(N3CCN(c4ccccc4)CC3)ncnc2s1	-0.3	i	i	i	i	i	i	i	i	16	i
23	Cc1ccc(CN=C(Nc2ccccc2)NC2CCCCC2)cc1	-0.3	i	i	i	i	i	i	i	i	14	i
24	COc1ccc(-n2c(Cc3cc(=O)[nH]c(=O)[nH]3)nnc2SCC(=O)Nc2cc(C(F)(F)F)ccc2Cl)cc1	-0.1	i	i	i	i	i	i	i	i	2	i
25	CC(C)Cc1nc(SCC(=O)N2CC(C)OC(C)C2)c2c(=O)n(C)c(=O)n(C)c2n1 (stereo not given)	-0.2	i	i	i	i	i	i	i	i	18	i
26	O=C(NCCc1csc(-c2ccccc2)n1)c1ccccc1F	-0.4	i	i	i	i	i	i	i	i	10	i
27	O=C(O)c1cccc(NS(=O)(=O)c2cccc3cccnc23)c1	.	i	i	i	i	i	i	i	i	20	i
28	O=C(COC(=O)CNS(=O)(=O)c1ccc(Br)cc1Cl)NC1CCCC1	0.0	i	i	i	i	i	i	i	i	30	i
29	O=C(NCCc1ccccc1)C(=O)NCC1OCCN1S(=O)(=O)c1cccs1 (stereo not given)	-0.3	i	i	i	i	i	i	i	i	11	i
30	O=C(Oc1ccc2c(-c3ccccc3)cc(=O)oc2c1)c1cccs1	0.0	i	i	i	i	i	i	i	i	21	i
31	CCSC1=NCCN1S(=O)(=O)c1ccccc1	-0.1	i	i	i	i	i	i	i	i	9	i
32	C/C(=N\NC(=O)c1csc(C)c1C)c1ccc(C)s1	2.5	i	i	i	i	i	i	i	i	5	i
33	COc1ccc2[nH]c3c(=O)n(/N=C/[C@H]4C(C)C=C(C)CC4C)c(=O)[nH]c3c2c1 (stereo not given in full)	-0.1	i	i	i	i	i	i	i	i	19	i
34	Cc1ccc(-c2nnc(SCC(C)C)n2C)cc1	2.4	i	i	i	i	i	i	i	i	21	i
35	COCCNc1nnc(SCC(=O)NC(=O)c2ccccc2)s1	-0.2	i	i	i	i	i	i	i	i	15	i
36	CCOc1cccc(NC(=O)/C(C#N)=C\c2cn(CC(=O)O)c3ccccc23)c1	0.0	i	i	i	i	i	i	i	i	23	i
37	O=C(NN(c1ccccc1)c1ccccc1)c1ccccc1F	-0.1	i	i	i	i	i	i	i	i	24	i
38	C=CCOc1c(CNc2nccs2)cccc1OCC	-0.3	i	i	i	i	i	i	i	i	20	i
39	CCCOC(=O)c1[nH]c2c(c1C)C(=O)CC(c1cccs1)C2 (stereo not given)	2.7	i	i	i	i	i	i	i	i	11	i
40	O=C(NCCc1ccc(C(F)(F)F)cc1)C1CCC(=O)N(CCCN2CCCC2=O)C1 (stereo not given)	-0.9	i	i	i	i	i	i	i	i	20	i
41	COc1ccc(/C=N/NC(=O)CO/N=C(\C)c2cccs2)cc1	0.6	i	i	i	i	i	i	i	i	15	i
42	Cc1ccc(C)c(N2CCN(C(=O)CCNS(=O)(=O)c3ccc4c(c3)oc(=O)n4C)CC2)c1	-0.6	i	i	i	i	i	i	i	i	27	i
43	CCC1=C(OC(=O)N(CC)CC)N2C(=O)OC(=NCC(=O)OC)[C@]2(C)[C@H]2C1=CC[C@H]1C(=O)N(C)C(=O)[C@H]12	1.3	i	i	i	i	i	i	i	i	16	i
44	COc1ccc(C2=NNC(=O)CC2)cc1	-0.1	i	i	i	i	i	i	i	i	30	i
45	O=C(COc1cc2oc(=O)c3c(c2cc1Cl)CCCC3)NCc1cccnc1	-0.4	i	i	i	i	i	i	i	i	3	i
46	CC1(C)C2CCC(C2)C1(C)NC(=O)CN1CCN(Cc2ccccc2)CC1 (stereo not given)	-0.3	i	i	i	i	i	i	i	i	-2	i
47	COc1ccc2nc(NC(=O)Nc3ccccc3OC)sc2c1	?	i	i	i	i	i	i	i	i	1	i
48	O=C(Nc1sc2c(c1C(=O)O)CCC2)c1ccc(F)cc1	0.0	i	i	i	i	i	i	i	i	43	i
49	O=C(COc1ccc(Cl)cc1)N1CCN(c2cccc(C(F)(F)F)c2)CC1	-0.3	i	i	i	i	i	i	i	i	1	i
50	CCCc1cc(=O)[nH]c(SCC(=O)N2CCN(S(=O)(=O)c3ccc(Cl)cc3)CC2)n1	-0.3	i	i	i	i	i	i	i	i	24	.
51	COc1ccc2oc(=O)c(/C(N)=N/NC(=O)c3ccncc3)cc2c1	0.1	i	i	i	i	i	i	i	i	20	i
52	O=C(COC(=O)c1ccc(Br)o1)Nc1ncc(Cl)cc1Cl	-0.3	i	i	i	i	i	i	i	i	14	i
53	COC(=O)C(Cc1ccccc1)N1CCS(=O)(=O)CC1 (stereo not given)	0.1	i	i	i	i	i	i	i	i	5	i
54	CCCCOC(=O)C1=C(C)NC(=O)NC1c1ccccc1 (stereo not given)	-2.0	i	i	i	i	i	i	i	i	-26	i
55	O=C(COc1ccc(Cl)cc1)OCC(=O)N1CCCC1	-0.2	i	i	i	i	i	i	i	i	10	i
56	COc1ccc(CN(C)C(=O)C2CCN(C(=O)Nc3ccccc3)CC2)cc1	0.3	i	i	i	i	i	i	i	i	18	i
57	CC(Sc1ccccc1)C(=O)NN=C1CCCCCCC1 (stereo not given)	-0.2	i	i	i	i	i	i	i	i	6	i
58	COc1ccc(Cc2nnc(-c3cccc(C)c3)o2)cc1OC	0.3	i	i	i	i	i	i	i	i	34	i
59	CC(C)(O)c1[nH]c2cc(F)ccc2c1C(C)(C)O	-1.0	i	i	i	i	i	i	i	i	22	i
60	NC(CSCc1ccccc1Cl)C(=O)O (stereo not given)	-0.7	i	i	i	i	i	i	i	i	7	i

Next records
item	smiles	HIF act	MrgX1 ag	TRPC4 inh	MrgX1 antagonist	TRPC4 agonist	TRPC6 inh	TRPC4 potent	TRPC6 activator	MrgX1 allo act	AI-2 QS modul	PolyA inhibitor
61	Cc1ccc(N2C(N)=NC(N)=NC2(C)C)c(C)c1	0.1	i	i	i	i	i	i	i	i	22	i
62	O=c1c2cc(N3CCOCC3)ccc2[nH]c(=S)n1Cc1ccc(Cl)cc1	2.8	i	i	i	i	i	i	i	i	8	i
63	CCn1cc(C(=O)Nc2ccc(C)cc2C)c(=O)c2ccc(C)nc21	-0.4	i	i	i	i	i	i	i	i	17	i
64	CC(=O)Nc1cccc(NC(=O)CSc2nnc(NC(=O)C3CC3)s2)c1	-0.6	i	i	i	i	i	i	i	i	22	i
